# HIF act = HIF pathway transcriptional activators, primary screen, cell-based, U2OS HRE-luciferase, luminescence. U2OS HRE-luciferase reporter; normalized: DMSO 0%, desferrioxamine 100%. activation, % at 7.5 µM (by protocol). actives 0.32% (n = 300,000);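 active means mean activation of at least 10% of the iron chelator positive control signal, with at least half of replicates also reaching 10%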
# TRPC4 PAM = positive allosteric modulators of TRPC4, primary screen, cell-based, mouse TRPC4beta, HEK293 mu-opioid, Fluo-4 calcium; actives 0.42% (n = 310,000); Short transient receptor potential channel 4 (Mus musculus), Q9QUQ5; B-score at 10 µM; DAMGO EC20, Fluo-4 Ca2+ flux; hits give high values;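 active means B-score of calcium response area above 5 SD of library B-scores, with initial fluorescence ratio within 5 SD of library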;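 further: B-score of integrated fluorescence ratio over time as area under calcium response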
# Target sequence (Q9QUQ5 whole entry, looked up): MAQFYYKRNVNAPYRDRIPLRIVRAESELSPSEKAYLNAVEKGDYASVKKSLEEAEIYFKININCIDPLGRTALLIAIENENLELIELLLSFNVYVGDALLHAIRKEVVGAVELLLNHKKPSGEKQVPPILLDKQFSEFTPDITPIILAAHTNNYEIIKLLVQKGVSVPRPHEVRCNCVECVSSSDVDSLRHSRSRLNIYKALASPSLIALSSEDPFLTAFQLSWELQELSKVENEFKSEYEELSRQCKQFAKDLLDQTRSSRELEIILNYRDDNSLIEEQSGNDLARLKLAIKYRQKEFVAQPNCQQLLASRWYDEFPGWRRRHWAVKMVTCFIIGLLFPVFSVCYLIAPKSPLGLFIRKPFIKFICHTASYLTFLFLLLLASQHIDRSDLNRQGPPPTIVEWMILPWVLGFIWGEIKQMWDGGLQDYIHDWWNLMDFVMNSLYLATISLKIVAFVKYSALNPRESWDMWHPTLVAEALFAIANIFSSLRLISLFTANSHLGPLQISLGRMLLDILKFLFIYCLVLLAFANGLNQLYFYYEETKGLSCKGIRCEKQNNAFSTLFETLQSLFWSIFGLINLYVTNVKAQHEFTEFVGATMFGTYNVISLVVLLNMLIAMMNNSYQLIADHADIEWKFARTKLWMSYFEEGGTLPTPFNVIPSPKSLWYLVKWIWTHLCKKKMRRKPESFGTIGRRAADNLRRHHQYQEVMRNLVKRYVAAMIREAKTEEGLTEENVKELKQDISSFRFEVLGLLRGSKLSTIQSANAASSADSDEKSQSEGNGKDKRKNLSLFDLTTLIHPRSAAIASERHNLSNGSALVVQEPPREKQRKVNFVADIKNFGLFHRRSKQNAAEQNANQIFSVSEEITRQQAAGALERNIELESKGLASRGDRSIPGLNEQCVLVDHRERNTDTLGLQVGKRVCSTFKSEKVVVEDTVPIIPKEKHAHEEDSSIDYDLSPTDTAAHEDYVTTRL
# MrgX1 PAM = positive allosteric modulators of MrgX1, primary screen, HEK293 cells, Fluo-4 calcium flux; FDSS; hits give high values; AID 588675, 2011; actives 0.63% (n = 310,000); Mas-related G-protein coupled receptor member X1 (Homo sapiens), Q96LB2; B-score at 10 µM;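 active means plate-corrected calcium response at least 3 library SD above typical, normal starting fluorescence, not activating the receptor alone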;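 further: compound read alongside a low EC10 to EC30 dose of BAM8-22 agonist; peak minus trough fluorescence over baseline measured at the second addition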
# TRPC6 act = mouse TRPC6 channel activators, primary screen, cell-based, HEK293, membrane potential dye. Short transient receptor potential channel 6 (Mus musculus), Q61143. HEK293-TRPC6 membrane potential dye fluorescence; hits give high values. B-score at 10 µM. actives 0.13% (n = 310,000). AID 2550, 2010;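 active means B-score of the integrated fluorescence ratio above library mean plus 3 SD, and starting fluorescence ratio within library mean plus 5 SD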;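 further: higher score means more depolarization so channel activation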
# TRPC4 agonist = activators of mouse TRPC4 channel, primary screen, Fluo4 calcium, HEK293 TRPC4beta/mu-opioid cells | Short transient receptor potential channel 4 (Mus musculus), Q9QUQ5 | Fluo4 calcium fluorescence; hits give high values | B-score at 10 µM | actives 0.49% (n = 310,000);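 active means B-score above 5 SD of library B-scores, and initial fluorescence ratio not above library mean plus 5 SD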;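 further: positive B-score marks a calcium rise read as TRPC4 activation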
#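 Assay system: HEK293 stable line with TRPC4beta plus mu-opioid receptor; schedule: 45 min room-temperature Fluo4 loading, 110 s read; technique: kinetic Fluo4 calcium fluorescence; evaluation: integrated baseline-normalised fluorescence ratio, converted to per-well B score; controls: buffer (low) and maximal DAMGO (high)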
# MrgX1 agonist = agonists of human MrgX1 receptor, primary screen, HEK293 cells, Fluo-4 calcium flux; Mas-related G-protein coupled receptor member X1 (Homo sapiens), Q96LB2; Fluo-4 calcium fluorescence, agonist mode; hits give high values; B-score at 10 µM; actives 0.44% (n = 310,000); AID 588627, 2011;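 active means calcium response B-score plate-corrected fluorescence ratio at least 3 library SD, with starting fluorescence B-score inside 5 SD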
#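 Test system: HEK293 cells stably expressing human MrgX1 receptor; amount: 15,000 cells per well; doses: compound delivered in addition one of three; times: overnight plating before 1 h dye loading; detection: Fluo-4 NW calcium-flux fluorescence, kinetic read; read-out basis: B-scored fluorescence response ratio; controls: positive and negative controls per plate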
# MrgX1 antag = antagonists of human MrgX1 receptor, primary screen, HEK293 cells, Fluo-4 calcium flux | AID 588676, 2011 | actives 1.3% (n = 310,000) | B-score at 10 µM | BAM8-22 antagonism; hits give low values | Mas-related G-protein coupled receptor member X1 (Homo sapiens), Q96LB2;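 active means calcium-response B-score plate-corrected more than 3 library SD below zero, starting fluorescence within 5 deviations, no agonist response on first addition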;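 further: peak minus trough fluorescence over baseline after final BAM8-22 challenge near maximal dose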
# AI-2 QS modul = Vibrio harveyi AI-2 quorum sensing modulators, primary screen, JMH597 strain, luminescence/OD600 ratio | Vibrio harveyi JMH597 AI-2 luminescence/OD600 ratio, 9 h; hits give low values; strain lacks LuxN and CqsS sensors; 0 = neutral-control median | activity change, % at 7.5 µM | actives 0.4% (n = 300,000) | AID 2094, 2009; in the data active means activity change below about -75%, passing the limit was not always enough;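 further: luminescence divided by OD600 gain over 9 h not by final OD600 alone; inactives centre near 13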
# TRPC6 inhibitor = mouse TRPC6 channel inhibitors, primary screen, cell-based, HEK293, membrane potential dye; Short transient receptor potential channel 6 (Mus musculus), Q61143; ACh-evoked depolarization; hits give low values; B-score at 10 µM; actives 1.1% (n = 310,000);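 active means B-score under library mean minus 3 SD, initial fluorescence not abnormally high, positive integrated signal ratio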;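 further: B-score derived from integrated fluorescence ratio over the kinetic read; more negative B-score means stronger inhibition of depolarization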
# TRPC4 block = inhibitors of mouse TRPC4 channel, primary screen, Fluo4 calcium, HEK293 TRPC4beta/mu-opioid cells | DAMGO-evoked Fluo4 calcium flux; hits give low values | B-score at 10 µM | actives 0.39% (n = 300,000);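 active means B-score over 3 SD under the library average, no early fluorescence shift, positive overall ratio signal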
#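 Material: HEK293 cells with stable TRPC4beta plus mu-opioid receptor expression / Probe or stimulus: DAMGO in two steps, submaximal then maximal / Compound: single concentration per test compound / Technique: kinetic Fluo4 fluorescence imaging of calcium influx / Read-out: per-well B score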
# PolyA inh = polyadenylation inhibitors in yeast reporter cells, primary screen, luminescence, S. cerevisiae; AID 1875, 2009; S. cerevisiae SKY197-pL101 polyadenylation reporter, beta-gal luminescence; efflux-impaired pdr1/pdr3 knockout yeast; score 100 = 6 SD above DMSO; calls only at 12 µM; actives 0.02% (n = 300,000);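 active means lowest replicate activity score at least 50, where 100 means six control SD above control mean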;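 further: yeast exposed to compound for 9 h at 30 °C; higher score means more reporter readthrough which indicates perturbed polyadenylation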
# * hit, by the source's call; i = inactive; x = no result given.
SMILES,HIF act,TRPC4 PAM,MrgX1 PAM,TRPC6 act,TRPC4 agonist,MrgX1 agonist,MrgX1 antag,AI-2 QS modul,TRPC6 inhibitor,TRPC4 block,PolyA inh
COc1ccc(CN(C(=O)Cn2nnc(-c3ccc(C)o3)n2)C(C(=O)NCC2CCCO2)c2ccco2)cc1 (stereo not given),-0.1,i,i,i,i,i,i,9,i,i,i
Cc1ccccc1C(=O)N1CCC(C(=O)N2CCN(S(=O)(=O)c3ccccc3F)CC2)CC1,-0.9,i,i,i,i,i,i,-1,i,i,i
CCNC(=S)NNC(=O)C1CCCCC1,-0.6,i,i,i,i,i,i,21,i,i,i
Cn1c(N)c(C(=O)CSc2nc(N)cc(=O)[nH]2)c(=O)n(C)c1=O,0.1,i,i,i,i,i,i,4,i,i,i
CCCCn1c(N)c(N(Cc2ccccc2OC)C(=O)COc2ccccc2C#N)c(=O)[nH]c1=O,0.0,i,i,i,i,i,i,2,i,i,i
O=[N+]([O-])c1ccc(N2CCCCC2)cc1N1CCOCC1,-7.7,i,i,i,i,i,i,6,i,i,i
CCC(C(=O)NC1CCCC1)N(C(=O)Cn1nnc(-c2ccc(C)o2)n1)c1cccc(O)c1 (stereo not given),-0.2,i,i,i,i,i,i,14,i,i,i
Cc1ccc(NC(=O)CSc2n[nH]c(-c3ccncc3)n2)cc1,-0.3,i,i,i,i,i,i,3,i,i,i
O=C(Nc1nc(-c2ccc(F)cc2)cs1)c1cnccn1,0.4,i,i,i,i,i,i,25,i,i,i
C1CN(c2nc3nonc3n3nnnc23)CCO1,0.6,i,i,i,i,i,i,12,i,i,i
O=C(C1CCN(Cc2nc(Cc3cccc(F)c3)no2)CC1)N1CCOCC1,-0.1,i,i,i,i,i,i,14,i,i,i
O=C(CSc1nc(=O)n(CCCN2CCOCC2)c2c1CCC2)Nc1ccc(F)cc1F,-1.3,i,i,i,i,i,i,15,i,i,i
CC1(C)Oc2ccc3ccc(=O)oc3c2/C(=C/Nc2ccc(O)cc2)C1=O,-0.1,i,i,i,i,i,i,35,i,i,i
Cc1cc(C)c(C#N)c(SCC(=O)NN2CC(=O)N(c3ccccc3F)CC2=O)n1,0.1,i,i,i,i,i,i,14,i,i,i
Nc1nc(-c2ccccn2)nc(N)c1Cc1ccccc1F,4.0,i,i,i,i,i,i,84,i,i,i
CCOC(=O)c1cccc(NC(=O)c2cc3ccccc3o2)c1,0.5,i,i,i,i,i,i,-12,i,i,i
CC(C)Cn1c(C(C)C)nc([N+](=O)[O-])c1Sc1ccc(Cl)cn1,-0.8,i,i,i,i,i,i,18,i,i,i
OC(CNCC(c1ccco1)N1CCCCC1)c1ccccc1 (stereo not given),-1.2,i,i,i,i,i,i,38,i,i,i
Cc1ccc(S(=O)(=O)N(C)C)cc1NC(=O)c1cc(C(C)(C)C)nn1Cc1ccccc1,0.5,i,i,i,i,i,i,12,i,i,i
COc1ccccc1NC(=O)c1ccc([N+](=O)[O-])cc1[N+](=O)[O-],0.2,i,i,i,i,i,i,23,i,i,i
C/C(CC(=O)Nc1ccccn1)=N\NC(=O)C(=O)Nc1cccc(C)c1,0.0,i,i,i,i,i,i,6,i,i,i
CCNC(=S)N/N=C(\C)c1cccc([N+](=O)[O-])c1,-0.4,i,i,i,i,i,i,-3,i,i,i
CN1CCC(N(C)C(=O)COc2ccc(S(=O)(=O)N3CCOCC3)cc2)CC1,-0.2,i,i,i,i,i,i,-2,i,i,i
O=C(OCc1ccccc1F)c1cc([N+](=O)[O-])ccc1N1CCOCC1,0.2,i,i,i,i,i,i,21,i,i,i
CC(=O)c1c(-c2ccc(C)cc2)nc2c3ccccc3ccn12,-0.3,i,6.8*,i,i,i,i,3,i,i,i
COc1ccc(NC(=O)C(=O)NCCN2CCN(C(=O)c3ccc(C(C)(C)C)cc3)CC2)cc1,-0.1,i,i,i,i,i,i,9,i,i,i
CC(=O)Nc1nc(SCC(=O)Nc2nnc(C)s2)[nH]c(=O)c1NC(=O)c1cccs1,-0.2,i,i,i,i,i,i,1,i,i,i
Cc1ccccc1S(=O)(=O)Cc1ccc(C(=O)NCCCN(C)Cc2ccccc2)o1,0.2,i,i,i,i,i,i,3,i,i,i
Cc1ccc(C)n1-n1c(C)nc2scc(-c3ccccc3)c2c1=O,0.2,i,i,i,i,i,i,3,i,i,i
CN1C(=O)/C(=C/C=C2\SCCN2C)N(C)C1=S,1.8,i,x,i,i,x,x,30,i,i,i
Cc1cccc(OCC(=O)Nc2cc(Cl)ccc2-n2cncn2)c1C,-0.6,i,i,i,i,i,i,21,i,i,i
CCn1c(SCC(=O)NC2CC2)nnc1-c1ccc(OC)cc1,0.1,i,i,i,i,i,i,15,i,i,i
O=S(=O)(Nc1cccc2ccccc12)c1ccccc1F,0.4,i,i,i,i,i,i,4,i,i,i
CC(C)N(Cc1ccccc1)C(=O)c1ccc2c(c1)OCO2,-0.3,i,i,i,i,i,i,10,i,i,i
COc1cc(NC(=O)CN2C(=O)COc3ccc(S(=O)(=O)N4CCCCC4)cc32)cc(OC)c1,-0.2,i,i,i,i,i,i,-2,i,i,i
CCOC(=O)Cc1c(C)[nH]c(=S)[nH]c1=O,-0.2,i,i,i,i,i,i,13,i,i,i
CC(=O)OCCN(C)c1cc(SC(C)C)c2nonc2c1[N+](=O)[O-],-0.5,i,i,i,i,i,i,17,i,i,i
COC(=O)c1cc(C)sc1NC(=O)C1CC=CCC1C(=O)O (stereo not given),0.0,i,i,i,i,i,i,23,i,i,i
COc1cc(/C=N/Nc2nc(Nc3ccc(C)cc3)nc(-n3nc(C)cc3C)n2)cc(OC)c1OC,-0.8,i,i,i,i,i,i,29,i,i,i
COc1cc(OC)c2cc[nH]c2c1,-0.9,i,i,i,i,i,i,21,i,i,i
O=C(O)CCCC(=O)N1CCc2cc(S(=O)(=O)NCc3ccc(F)cc3)ccc21,0.3,i,i,i,i,i,i,21,i,i,i
N#CCS(=O)(=O)c1ccccc1,-0.6,i,i,i,i,i,i,25,i,i,i
Cc1ccn2cc(CCNC(=O)CC(C)(C)C)nc2c1,-0.5,i,i,i,i,i,i,7,i,i,i
O=C(CSc1ncccn1)N1CCC(Cc2ccccc2)CC1,-0.3,i,i,i,i,i,i,6,i,i,i
COc1ccc(N2C(=O)C(CC(=O)Nc3ccc(F)cc3)N(CCc3ccc(OC)c(OC)c3)C2=O)cc1 (stereo not given),0.0,i,i,i,i,i,i,23,i,i,i
COC(=O)c1cccc(-n2c(C)cc(C=O)c2C)c1,0.0,i,i,i,i,i,i,14,i,i,i
CC(C)c1cc(CNC(=O)CCc2nnc(CCCc3ccccc3)o2)on1,2.3,i,i,i,i,i,i,27,i,i,i
CCCCCCOC(=O)c1ccc(OC(=O)c2cccnc2)cc1,2.2,i,i,i,i,i,i,-34,i,i,i
CCN(CC)S(=O)(=O)c1cccc(C(=O)N[C@@H](C)c2nc3ccccc3[nH]2)c1,0.7,i,i,i,i,i,i,34,i,i,i
COc1ccccc1NC(=S)N1CCCc2ccccc21,-0.2,i,i,i,i,i,i,-5,i,i,i

# Next section, overlapping the part above by two compounds.
SMILES,HIF act,TRPC4 PAM,MrgX1 PAM,TRPC6 act,TRPC4 agonist,MrgX1 agonist,MrgX1 antag,AI-2 QS modul,TRPC6 inhibitor,TRPC4 block,PolyA inh
CCN(CC)S(=O)(=O)c1cccc(C(=O)N[C@@H](C)c2nc3ccccc3[nH]2)c1,0.7,i,i,i,i,i,i,34,i,i,i
COc1ccccc1NC(=S)N1CCCc2ccccc21,-0.2,i,i,i,i,i,i,-5,i,i,i
CCOC(=O)Cn1cnc2c(sc3nc(C)cc(C)c32)c1=O,0.8,i,i,i,i,i,i,22,i,i,i
COC(=O)c1ccc(NC(=S)N2CCN(C(=O)c3ccco3)CC2)cc1,0.3,i,i,i,i,i,i,-10,i,i,i
COc1ccc2c3c(cccc13)OCC2=O,0.9,x,i,x,x,i,i,19,x,x,i
COc1ccccc1CNC(=O)CN1C(=O)COc2ccc(S(=O)(=O)NC3CCCC3)cc21,-0.5,i,i,i,i,i,i,18,i,i,i
Cc1c(CN2CCC(CO)(Cc3cccc(C(F)(F)F)c3)CC2)c2ccccc2n1C,-0.4,i,i,i,i,i,i,29,i,i,i
CCc1ccc(OC(=O)c2cncc(Br)c2)cc1,0.5,i,i,i,i,i,i,-1,i,i,i
Cc1csc2c(N3CCN(C(=O)NC(C)(C)C)CC3)ncnc12,-0.3,i,i,i,84*,i,i,2,i,i,i
CC(=O)N/C(=C\c1ccccc1)C(=O)OCC(=O)Nc1cc(S(=O)(=O)N(C)C)ccc1C,0.3,i,i,i,i,i,i,8,i,i,i
O=S(=O)(c1cc(Cl)ccc1Cl)N1CC2CCCN2c2ccc(C(F)(F)F)cc21 (stereo not given),0.1,i,i,i,i,i,i,15,i,i,i
C=CCc1ccc(OCCCCNC2CCCC2)c(OC)c1,-0.1,i,i,i,i,i,i,4,i,i,i
CCc1ccc(CN2CCC(C(=O)Nc3ccc(-n4nc(C)cc4C)cc3)CC2)o1,-0.1,i,i,i,i,i,i,10,i,i,i
O=C(COc1ccccc1)Nc1ccc(Cl)cn1,1.5,i,i,i,i,i,i,23,i,i,i
O=C(CCS(=O)(=O)c1ccccc1)NCc1ccccc1,-0.5,i,i,i,i,i,i,11,i,i,i

# Source: PubChem

# An excerpt; count on the stated rates, not on these rows.
